Screens (PubChem)
M17LAP inhibition: P. falciparum M17LAP inhibitors, primary screen, biochemical, fluorogenic H-Leu-NHMec substrate, 1536-well (AID 1619) | Leucine aminopeptidase (Plasmodium falciparum (isolate 3D7)) | recombinant M17LAP, H-Leu-NHMec fluorogenic kinetic assay; higher % means a stronger effect | inhibition, % at 30 µM; hits with a dose series show IC50 in µM | 0.38% of 220,000 active;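 active means compound inhibiting the enzyme by more than half at any dose during confirmatory dose-response retesting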;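 further: plate controls were full reaction with DMSO carrier for no effect and no enzyme background for full effect; strong numbers were not always called active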
Insulin prom up: insulin promoter activators in MIN6 cells, imaging, high-content screening, mouse beta cells; z-score at 5 µM; 0.3% of 190,000 active; MIN6 insulin promoter-GFP reporter; hits give high values;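 active means z-score above 3 at 5 µM with at least 500 cells counted in the well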
Dynein transport: inhibitors of GR-EGFP nuclear translocation, primary screen, dynein cargo transport inhibitor project, imaging, high-content, 3617.4 mouse cells; z-score, hits read low; 0.47% of 220,000 active; test concentration mostly 20 µM; stimulated with dexamethasone, 1 µM; hits give low values; AID 1381, 2008;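 active means plate z-score of nuclear minus cytoplasmic receptor signal below a set negative limit, without overly bright fluorescence or cell loss, cut at about -3.5 in these data, passing the limit was not always enough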;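 further: z-score of nuclear minus cytoplasmic ring GR-EGFP intensity difference per well; some compounds called inactive have numbers as strong as hits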
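Also added: dexamethasone, 1.0 µM final. Medium: tet-free, stripped-serum medium. Detection: fixed, Hoechst-stained cells imaged at 10x for EGFP. Read-out: nuclear-to-cytoplasmic GR-EGFP distribution per well. Times: induction 48 h, compound 1 h, agonist 30 min.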
MT stabilizer: microtubule stabilizers in HeLa cells, primary screen, imaging, high-content imaging; HeLa tubulin immunostaining HCS, 24 h; share of cells brighter than vehicle mean+2SD; % tubulin-high responders, % at 10 µM; 0.83% of 200,000 active; AID 2205, 2009;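 active means plate Z-score above 3 for both tubulin-high and condensed-nucleus cell shares, with cell loss under 80%, at 10 µM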;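 further: anti alpha tubulin signal scored within the nucleus-defined area of each cell; some results filed as inactive read as strong as hits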
bCat nuc transl: modulators of beta-catenin nuclear translocation, primary screen, imaging, HeLa cells, immunofluorescence, high-content; nuclear translocation activity, % at 5 µM; 0.3% of 190,000 active;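 active means nuclear translocation activity above 50% at 5 µM, with a well cell count of 50 or more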;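 further: per-cell ratio of nuclear to cytoplasmic median beta-catenin stain intensity; plate controls were DMSO negative control for no effect and GSK-3 inhibitor IX positive control for full effect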
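Test system: HeLa cells, endogenous beta-catenin; Compound: single 5 µM dose plus 0.02–20 µM confirmation series; Times: compound exposure 24 h at 37°C; Signal: fluorescence imaging of beta-catenin antibody stain plus DAPI; Read-out: % activation, nuclear-to-cytoplasmic median beta-catenin signal ratio per cell.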
NOD1 NF-kB reporter: NOD1 signaling inhibitors, primary screen, cell-based, luminescence, uHTS (AID 1578); NOD1-driven NF-kB luciferase reporter cells, luminescence; higher % means a stronger effect; 1% of 290,000 active; inhibition, % at 4 µM; hits with a dose series show EC50 in µM; in the data active means inhibition mostly above about 36%, no sharp cut-off; inactive means mostly below about 34%;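 further: HEK-293T reporter cells stimulated with the NOD1 agonist gamma-tri-DAP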
Yfh1-depleted yeast: enhancers of respiration in Yfh1-depleted yeast, dose response, Friedreich's ataxia, plus single-dose screen (AID 1465); 0.074% of 220,000 active; fold induction at 50 µM, or EC50 in µM where a hit was titrated; S. cerevisiae Yfh1-off respiration, WST-1 reduction, 72 h; higher fold induction means a stronger effect;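 active means fold induction of absorbance versus untreated yeast above a set limit, then at least 30% activation at any dose in follow-up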;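 further: activators that raise dye reduction in frataxin-depleted yeast; strong numbers were not always called active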
NOD2 inhibition: NOD2 signaling inhibitors, cell-based, luminescence, uHTS, HEK293 (AID 1566); HEK293 NOD2/NF-kB luciferase reporter, luminescence; higher % means a stronger effect; inhibition, % at 4 µM; hits with a dose series show EC50 in µM; 0.63% of 290,000 active; in the data active means inhibition above about 50%; further: many of its hits are not listed in these tables
Autophagy HCS: autophagy modulators in MEF cells, primary screen, imaging, high-content, MEF GFP-LC3; MEF GFP-LC3 puncta imaging; test concentration mostly 10 µM; calls only at 10 µM (by protocol); 0.98% of 190,000 active; AID 463193, 2010;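 active means percentage of spot-positive cells more than 3 SD above its plate mean, without a fluorescence outlier flag or 80% toxicity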;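 further: spot-positive cell cutoff set from DMSO-treated cells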
Dynein transport cytoplasmic EGFP: recorded beside Dynein transport, whose call it bears; z-score; measured here: cytoplasmic GR-EGFP intensity; hits give high values
Dynein transport nuclear GR-EGFP: further read-out of Dynein transport, marked with its call; z-score; measured here: nuclear GR-EGFP intensity;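 lower value marks the stronger effect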
Dynein transport cell count: further read-out of Dynein transport, marked with its call; z-score; measured here: cell count per field
Insulin prom up cell count: recorded beside Insulin prom up, whose call it bears; cell count; measured here: cytotoxicity, nuclei count;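 total cells summed across four imaged fields per well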
bCat nuc transl cell count 5 µM: also measured in bCat nuc transl; calls as there; cell count; measured here: cell count, cytotoxicity flag
MT stabilizer Hoechst-high %: recorded beside MT stabilizer, whose call it bears; % Hoechst-high responders; measured here: nuclear condensation Hoechst responders;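 share of cells brighter than vehicle mean plus two SD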
MT stabilizer cytotoxicity %: also measured in MT stabilizer; calls as there; toxicity, %; measured here: cytotoxicity by cell density;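 0% = mean cell density of plate MIN control wells and 100% = no cells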
Autophagy HCS cell loss 18 h: also measured in Autophagy HCS; calls as there; toxicity, %; measured here: cell loss, nuclei count;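 cell loss after 18 h compound exposure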
The depositor's hits bear a star; i = inactive; . = no result given.

SMILES	M17LAP inhibition	Insulin prom up	Insulin prom up cell count	Dynein transport	Dynein transport cytoplasmic EGFP	Dynein transport nuclear GR-EGFP	Dynein transport cell count	MT stabilizer	MT stabilizer Hoechst-high %	MT stabilizer cytotoxicity %	bCat nuc transl	bCat nuc transl cell count 5 µM	NOD1 NF-kB reporter	Yfh1-depleted yeast	NOD2 inhibition	Autophagy HCS	Autophagy HCS cell loss 18 h
Cc1cc(C)c(S(=O)(=O)NCC(=O)NCc2ccccn2)c(C)c1	-4.5%	0.38	1592	0.515	-0.275	0.477	-0.559	4.3	1.0	8.0	2.6	980	11.6%	i	8.7%	i	24.8
Cc1cc[n+](CC(=O)c2cccs2)cc1	6.6%	-0.28	851	0.99	-0.0401	0.666	0.0921	1.2	1.3	10.1	-0.7	1176	6.9%	i	18.7%	i	0.7
CCOc1ccc(NC(=O)Cc2c(O)c3ccccc3[nH]c2=O)cc1	18.4%	0.68	1545	0.715	-0.163	0.693	0.564	2.7	1.5	5.3	-4.0	928	-17.9%	i	17.8%	i	-25.2
Cc1ccc(CCNC(=O)C2CCCN(S(=O)(=O)c3c(C)noc3C)C2)cc1 (stereo not given)	3.3%	-0.17	1418	0.351	-0.235	0.334	0.0315	2.4	1.4	6.2	-3.2	991	-2.3%	i	15.6%	i	35.3
COc1cc(OC)c(NC(=S)Nc2cccc(C(C)=O)c2)cc1Cl	-1.9%	0.28	1495	-0.336	-0.166	-0.253	0.389	1.2	0.7	4.5	5.9	1360	-15.2%	i	7.5%	i	-1.1
Cc1occc1-c1n[nH]c(=S)n1-c1ccccc1	-18.9%	0.64	1299	-0.149	-0.3	-0.326	0.643	2.3	2.3	6.0	1.0	501	-0.6%	i	13.2%	i	0.5
Cc1cc(/C=N/NC(=O)Cn2c3ccccc3c(=O)c3ccccc32)c(C)n1-c1ccc(Cl)cc1	-57.5%	0.32	1480	1.63	0.49	0.778	-1.93	3.7	1.8	6.3	0.1	1068	-24.4%	i	-1.5%	i	13.6
Cc1ccc(/C=N/NC(=O)c2cc(-c3cccnc3)nc3ccccc23)cc1	41.1%	-0.14	882	-0.0438	-0.214	-0.39	0.0456	7.3	35.9	49.1	82.6*	156*	-34.9%	i	6.3%	i	38.5
O=S(=O)(c1ccc(N2CCN(c3ccc(F)cc3)CC2)cc1)N1CCCC1	1.3%	-0.11	1359	-0.16	-0.181	0.178	-0.759	4.6	2.2	4.7	-0.6	951	-46.0%	i	-7.3%	i	-11.3
Cn1nc(C(C)(C)C)cc1C(=O)Nc1nc2c(s1)C(=O)CC(C)(C)C2	39.8%	.	.	-0.822	-0.186	-0.188	0.478	3.7	2.1	2.6	-3.3	992	-18.1%	i	7.0%	i	11.3
CCNC(=S)N(CCc1c(C)[nH]c2ccc(C)cc12)Cc1cc(OC)c(OC)c(OC)c1	1.4%	0.12	1201	0.79	-0.0669	1.49	-1.2	2.2	1.2	5.9	-3.1	546	36.6%	.	8.0%	i	7.9
O=C(COC(=O)c1cccc(C(=O)OCC(=O)NC2CC2)n1)NC1CC1	3.2%	-0.01	1343	-0.947	-0.342	-0.0952	1.11	8.1	2.0	7.3	-3.7	1159	-17.7%	i	10.8%	i	7.6
O=C(O)C1CC(=O)N(CCc2ccccc2)C1 (stereo not given)	13.6%	.	.	-0.987	-0.262	-0.594	1.78	3.3	1.5	6.9	.	.	-3.9%	i	-1.3%	i	2.0
O=C(COc1ccc(F)cc1)N1CCc2ccccc2C1	2.3%	0.15	1449	1.34	-0.0163	1.04	-1.08	.	.	.	-2.2	1067	-32.2%	i	-7.4%	i	-18.7
CSCCC(N=CC1=C(O)CC(C)(C)CC1=O)C(=O)O (stereo not given)	-2.6%	-0.17	1257	-0.553	-0.243	-0.00123	-0.183	2.2	0.3	43.5	0.6	1015	.	i	1.4%	i	1.9
COC(=O)c1c(NC(=O)CSc2n[nH]c(N)n2)sc(C)c1C	14.2%	0.34	972	0.193	-0.171	0.328	-0.292	2.7	1.9	4.7	-0.2	1142	-1.7%	i	7.7%	i	-8.2
CCCN1C(=O)c2[nH]nc(-c3cc(Cl)c(C)cc3O)c2C1c1ccc(O)c(OC)c1 (stereo not given)	-16.9%	-0.61	922	0.919	-0.261	1.05	-0.598	.	.	.	0.8	1294	-3.7%	i	8.5%	.	.
COc1cc(/C=N/Nc2ccc(C(F)(F)F)cn2)ccc1O	9.3%	0.59	1598	0.528	-0.0421	0.409	-2.06	4.2	2.1	5.2	3.3	987	-17.8%	i	-9.5%	i	1.5
Cc1cccc(Cn2cccc2/C=C2/C(=N)N3C=CSC3=NC2=O)c1	30.7%	-0.02	1605	1.84	0.659	2.85	-1.98	1.7	1.2	3.4	-1.2	1102	-37.5%	i	-7.9%	i	10.9
Cc1ccc(NC2=NCC(=O)N2Cc2ccccc2)c(C)c1	7.9%	.	.	-0.574	-0.286	-0.252	0.235	2.9	1.6	5.1	-1.9	1151	-51.4%	i	-5.2%	i	-1.5
O=[N+]([O-])c1ccccc1S(=O)(=O)NCc1cccnc1	15.8%	0.43	1334	0.00174	-0.184	0.265	-0.838	2.4	2.9	8.7	1.3	1554	-24.4%	i	12.0%	i	-5.8
Cc1cc(C)c(CN2CCCC(CNC(=O)c3ccc(F)cc3)C2)c(-n2cccn2)c1 (stereo not given)	-5.8%	0	1361	1.57	0.136	0.981	-0.132	1.8	1.2	3.0	-1.5	1208	-22.8%	i	-3.6%	i	-24.2
CC(NC(=O)NCc1cccnc1)(C(F)(F)F)C(F)(F)F	-0.2%	-0.17	1337	-0.392	-0.196	0.167	-0.257	6.4	2.9	4.2	1.4	1157	-26.7%	i	11.8%	i	6.4
CC(C)(CC(=O)O)CC(=O)NCc1c(Cl)cccc1Oc1ccccc1	9.4%	1.02	1443	0.808	-0.237	0.188	-0.185	.	.	.	-1.5	1234	-4.3%	i	-1.8%	.	.
CCSc1nc2cc(OC)c(OC)cc2c(=O)n1CC	-10.2%	-0.34	1340	-0.274	-0.253	-0.141	0.245	1.5	2.0	4.4	.	.	-0.2%	i	15.3%	i	0.2

The list continues.
SMILES	M17LAP inhibition	Insulin prom up	Insulin prom up cell count	Dynein transport	Dynein transport cytoplasmic EGFP	Dynein transport nuclear GR-EGFP	Dynein transport cell count	MT stabilizer	MT stabilizer Hoechst-high %	MT stabilizer cytotoxicity %	bCat nuc transl	bCat nuc transl cell count 5 µM	NOD1 NF-kB reporter	Yfh1-depleted yeast	NOD2 inhibition	Autophagy HCS	Autophagy HCS cell loss 18 h
C=COC(=O)CSc1nc(-c2cccs2)ccc1C#N	2.4%	-0.07	1235	-0.875	-0.139	0.025	0.659	8.6	2.5	10.4	-0.8	1172	-68.3%	i	-24.0%	i	7.6
CCOC(=O)CNC(=S)NN(C)C	-3.9%	-0.14	1371	-0.308	-0.272	-0.198	0.739	.	.	.	-1.1	1102	-8.9%	i	9.7%	.	.
COc1ccccc1OCCCn1cc(C#N)c2ccccc21	-0.3%	1.63	1359	0.0922	-0.272	-0.211	0.756	2.7	2.3	8.5	2.0	581	-31.8%	i	-13.5%	i	-6.7
CCCCN1CCCCC1C(=O)Nc1c(C)cc(C)cc1C (stereo not given)	2.5%	-1.32	1081	5.07	-0.206	3.71	-2.02	4.0	1.5	1.7	-1.3	1021	10.4%	i	-12.8%	i	1.7
CSCCC(=O)Nc1nc(-c2ccccn2)cs1	2.8%	-0.4	1250	-0.256	-0.196	-0.0693	-0.35	3.5	2.4	3.2	-1.2	1083	-9.9%	i	14.4%	i	9.9
COC(=O)c1sccc1NC(=O)c1ccccc1	6.2%	-0.19	1100	0.00891	-0.121	-0.0401	-0.583	1.5	1.6	9.4	6.7	1036	-18.8%	i	10.5%	i	-4.1
O=[N+]([O-])c1cccc2ccc(/C=C/c3cccc(Br)c3)nc12	8.3%	0.89	1428	-0.362	-0.0794	-0.0124	0.0889	2.3	1.8	7.9	-0.4	1066	-17.7%	i	-19.0%	i	11.3
O=[N+]([O-])c1cc(S(=O)(=O)N2CCCC2)ccc1NCCCN1CCOCC1	-0.8%	-0.13	1245	-0.117	-0.274	0.754	-1.21	1.1	2.1	5.4	0.5	1048	-18.5%	i	0.3%	i	5.6
CCn1c(SCC(=O)n2nc(C)cc2C)nnc1-c1ccc2c(c1)OCO2	1.0%	0.6	910	0.0503	-0.239	0.244	-0.0118	7.2	2.9	6.8	-0.1	1174	-10.9%	i	-5.2%	i	-1.3
Cc1ccc(NS(=O)(=O)c2ccccc2)c2c1CC(C)(C)O2	6.7%	1.43	807	0.213	-0.148	0.35	1.08	26.7*	15.5*	20.9*	-1.6	1045	13.2%	i	-2.5%	i	-7.1
O=C(COC(=O)c1ccco1)NCc1ccccc1Cl	4.5%	0.63	1122	-0.206	-0.0605	-0.0993	-1.69	2.7	2.1	2.7	-3.4	1099	-13.9%	i	2.4%	i	1.7
COc1ccc(NS(=O)(=O)c2cc(NC(=O)c3ccc(F)cc3)ccc2OC)cc1	-3.0%	-0.04	1165	-0.499	-0.278	-0.562	0.608	3.1	1.9	3.5	1.3	936	26.7%	i	8.5%	i	-2.7
COc1ccc(N2CCN(c3c(S(=O)(=O)c4ccccc4)cnc4ccc(OC)cc34)CC2)cc1	4.1%	-0.66	1446	0.339	-0.196	0.0647	-0.177	7.1	1.9	10.5	-1.4	1121	8.2%	i	16.5%	i	6.2
CC(NC(=O)C1CCCN(C(=O)N(C)C)C1)c1ccccc1 (stereo not given)	-1.4%	-0.63	970	-0.0479	-0.139	-0.211	0.884	3.4	3.7	7.0	0.3	1104	-14.2%	i	11.4%	i	-42.4

An excerpt, so the mix of outcomes need not match the whole.
